697 NFkB inh = inhibitors of the PMA/ionomycin-induced NF-kB reporter in 697 B cells; 697 B-cell NF-kB luciferase reporter, 16 h; 0.33% of 330,000 active; inhibition, % at 4 µM; in the data active means inhibition above about 35%
CHOP UPR activ = apoptotic UPR (CHOP) activation. CHO-CHOP luciferase reporter, luminescence; percent of tunicamycin response over DMSO baseline. activation, % at 10 µM. 0.34% of 330,000 active. AID 449763;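 active means at 10 µM dose, activation of 40% or more, normalized to positive control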;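 further: 100% = tunicamycin at 10 µg/mL and 0% = DMSO alone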
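Assay system: CHO cells with stable CHOP pathway luciferase reporter; Buffer or medium: F12 plus 10% serum; Times: 16-18 h cell attachment, then 6 h compound exposure, 37 °C; Signal: luciferase luminescence; Read-out basis: percent activation relative to tunicamycin control; Control set: tunicamycin high control, DMSO low control.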
tim10-1 inh = inhibits growth of tim10-1 mutant yeast. S. cerevisiae tim10-1 ts strain growth, BacTiter-Glo, 24 h. inhibition, % at 20 µM. 2.2% of 330,000 active. AID 463190;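 active means inhibition of at least 40%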;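 further: mutant grown at 25 °C; 0% = DMSO wells with yeast and 100% = wells holding no yeast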
Mdm2 MdmX PPI = disrupts the human Mdm2-MdmX interaction | inhibition, % at 8 µM | SaOS-2 split-luciferase Mdm2/MdmX complementation, luminescence | 3% of 330,000 active | AID 485346 | O15151+Q00987;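 active means inhibition of at least 50% at 8 µM in the primary screen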
Target sequence (O15151 whole entry, looked up): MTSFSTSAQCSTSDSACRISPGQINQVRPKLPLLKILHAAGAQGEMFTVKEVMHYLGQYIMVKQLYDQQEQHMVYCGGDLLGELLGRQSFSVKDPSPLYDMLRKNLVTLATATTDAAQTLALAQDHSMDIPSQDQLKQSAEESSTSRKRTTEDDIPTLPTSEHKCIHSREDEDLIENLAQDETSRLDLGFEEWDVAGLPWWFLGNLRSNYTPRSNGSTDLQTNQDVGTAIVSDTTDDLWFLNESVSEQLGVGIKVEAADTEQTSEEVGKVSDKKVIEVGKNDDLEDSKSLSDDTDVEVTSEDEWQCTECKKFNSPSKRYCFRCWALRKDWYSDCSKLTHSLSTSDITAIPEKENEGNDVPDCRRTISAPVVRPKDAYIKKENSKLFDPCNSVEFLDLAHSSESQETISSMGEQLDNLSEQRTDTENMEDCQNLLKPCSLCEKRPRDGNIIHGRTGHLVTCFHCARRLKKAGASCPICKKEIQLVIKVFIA
Target sequence (Q00987 whole entry, looked up): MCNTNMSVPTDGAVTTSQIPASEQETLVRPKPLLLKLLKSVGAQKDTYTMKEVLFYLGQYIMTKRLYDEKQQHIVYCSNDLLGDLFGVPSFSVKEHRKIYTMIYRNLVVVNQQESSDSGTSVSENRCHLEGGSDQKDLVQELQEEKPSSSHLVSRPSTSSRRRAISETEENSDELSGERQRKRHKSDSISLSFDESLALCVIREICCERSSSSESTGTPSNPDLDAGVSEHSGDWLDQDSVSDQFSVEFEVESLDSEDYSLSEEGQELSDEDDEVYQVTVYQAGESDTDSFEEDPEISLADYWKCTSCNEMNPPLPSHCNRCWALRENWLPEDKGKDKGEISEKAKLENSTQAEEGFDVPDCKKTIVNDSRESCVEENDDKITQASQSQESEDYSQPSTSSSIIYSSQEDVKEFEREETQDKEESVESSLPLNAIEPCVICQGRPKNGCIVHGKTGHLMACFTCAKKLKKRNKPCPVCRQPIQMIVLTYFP
Jurkat NFkB inh = inhibitors of the PMA/ionomycin-induced NF-kB reporter in Jurkat cells; inhibition, % at 4 µM; PMA/ionomycin-induced NF-kB luciferase reporter, luminescence; 0.53% of 330,000 active; in the data active means inhibition above about 50%
TIM10 inh = growth inhibitors of TIM10 yeast strain; S. cerevisiae TIM10 strain growth, BacTiter-Glo luminescence, 24 h; inhibition, % at 10 µM; 1.4% of 330,000 active;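 active means inhibition of 40% or more at the single tested concentration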;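 further: wild-type TIM10 isogenic control strain grown at permissive 25 °C; 0% = DMSO yeast wells and 100% = minimal medium wells without yeast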
XBP1 UPR activ = activators of adaptive arm of unfolded protein response (XBP1) | CHO-XBP1 luciferase reporter, IRE1-XBP1 UPR activation, luminescence; percent of tunicamycin response, DMSO as zero | activation, % at 20 µM | 0.33% of 330,000 active | AID 463104;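 active means versus positive control, 20 µM dose yields 30% or more activation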;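 further: 100% = tunicamycin at 10 µg/mL and 0% = DMSO only wells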
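Material: CHO-XBP1 cells stably carrying IRE1-XBP1-driven luciferase reporter | Medium: F12 with 10% serum | Compound dosing: 20 µM single concentration, DMSO 1% | Incubation: Overnight seeding at 37 °C, 6 h compound treatment at 37 °C | Detection: Steady-Glo luminescence read | Read-out basis: % activation of reporter signal versus tunicamycin and DMSO controls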
tim23-1 inh = tim23-1 yeast growth inhibition. S. cerevisiae tim23-1 growth, BacTiter-Glo luminescence, 24 h. AID 463212. inhibition, % at 20 µM. 1.3% of 330,000 active;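 active means growth inhibition of the mutant yeast at or above 50%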;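 further: temperature-sensitive mutant grown at 25 °C; plate controls were DMSO-treated mutant yeast for no effect and medium wells lacking yeast for full effect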
* hit, by the source's call.

entry	molecule	697 NFkB inh	CHOP UPR activ	tim10-1 inh	Mdm2 MdmX PPI
1	C/C(=N\NC(=O)c1ccc(O)cc1)c1cccc(NC(=O)c2ccccc2C)c1	-15	2.4	7	31
2	COc1ccc2nc3sc(C(=O)N4CCN(C)CC4)cc3cc2c1	-3	0.2	-20	24
3	Cc1nc2nc(SCc3ccccc3)[nH]n2c(=O)c1CCC(C)C	8	2.4	33	-2
4	CC1=NN(C(=O)c2cccc(Cn3nc(C)c([N+](=O)[O-])c3C)c2)C(O)(C(F)(F)F)C1 (centres undefined)	5	3.2	23	22
5	O=C(Cc1ccc(Br)cc1)NCCCn1ccnc1	20	-0.3	-11	-19
6	O=C(Nc1ccc(-n2cccn2)cc1)C1CCN(Cc2ccsc2)CC1	11	-0.4	-13	14
7	CCOC(=O)N1CCN(C(=O)/C=C/c2ccc(OC)c(OC)c2)CC1	-1	2.6	-3	-9
8	CCn1c(SCC(=O)Nc2cccc(NC(C)=O)c2)nnc1C(C)C	-9	0.1	6	-14
9	CC1(C)CC(=O)c2c(n(-c3cccc4ccccc34)ccc2=O)C1	11	0.2	3	-12
10	CCSc1nc2ccc(N3C(=O)C4C5C=CC(C5)C4C3=O)cc2s1 (centres undefined)	-42	2.9	13	-11
11	Cc1ccc(N(Cc2cc(=O)[nH]c3ccccc23)C(=O)c2ccco2)cc1	25	-1.1	16	-2
12	CCN(CC)c1nc2ccccc2c(N)c1-c1ccccc1	-27	-4.1	-15	12
13	O=S(=O)(Nc1ccc2nc(N3CCOCC3)sc2c1)c1ccccc1	-96	4.3	4	-102
14	CCOC(=O)C1CCCCN1Cc1cc(OC)ccc1OC (centres undefined)	9	-1.8	2	20
15	Cc1cc(=O)oc2cc(O[C@@H]3O[C@H](CO)[C@H](O)[C@H](O)[C@H]3O)ccc12	-7	-1.6	17	12

entry	Jurkat NFkB inh	TIM10 inh	XBP1 UPR activ	tim23-1 inh
1	10	14	0	1
2	-14	11	4	5
3	-2	17	-4	9
4	-3	7	-1	8
5	4	-59	4	-13
6	2	-9	-1	-1
7	6	-10	-5	5
8	-13	0	-4	7
9	1	6	-2	7
10	-27	7	1	29
11	4	4	1	17
12	3	-15	-4	-5
13	-65	6	6	6
14	18	6	-5	-1
15	-11	16	-3	2

(continued)
entry	molecule	697 NFkB inh	CHOP UPR activ	tim10-1 inh	Mdm2 MdmX PPI
16	Nc1c(C(=O)Nc2ccccc2Cl)nnn1-c1ccc2c(c1)OCCO2	-134	6.3	-19	-84
17	CCN(CC)S(=O)(=O)c1cnccc1N1CCN(c2cccc(Cl)c2)CC1	-12	0.1	34	21
18	CCCCC1=CC2=C(c3ccco3)C(=O)C(C)(OC(=O)c3ccc(OC)cc3)C(=O)C2=CN1CC1CC1 (centres undefined)	13	33	-6	-21
19	Cc1ccc(/C=N/NC(=O)c2ccc3c(c2)OCCO3)s1	-148	2.4	-18	16
20	CCCCc1nccn1CCn1ccnc1CCCC	26	-3.4	6	-8
21	O=C(CN1CCC(C(=O)c2ccc3c(c2)OCCO3)CC1)Nc1ccccc1C(F)(F)F	12	2.6	8	3
22	COc1ccc(/C=C2\SC(=O)N(CCC(=O)Nc3ccc(S(=O)(=O)Nc4nccs4)cc3)C2=O)cc1	-2	-1.9	7	0
23	COC(=O)CSC1=C(C#N)C(c2ccccc2OC)C(C(=O)OC)C(=O)N1 (centres undefined)	-6	-1.6	15	15
24	FC(F)C(F)(F)C1=CC(c2ccccc2)=NCCN1	15	-1.1	-14	-17
25	FC(F)Sc1nc2ccccc2[nH]1	8	-0.2	18	12
26	Cc1cc(C)cc(NC(=O)COC(=O)COc2ccc(N(C)S(=O)(=O)c3cccs3)cc2)c1	0	-0.3	17	11
27	CCCCc1nnc(NC(=O)c2oc3ccccc3c2C)s1	-53	4.1	31	-34
28	Cc1ccccc1C(=O)NCC(c1ccco1)N1CCc2ccccc2C1 (centres undefined)	-14	-1.3	21	-28
29	CC(C)NC(=O)CN(c1cccc(Br)c1)S(C)(=O)=O	5	-0.9	-8	8
30	COC(=O)c1cc(C(=O)N2CCN(c3cccc(C)c3C)CC2)cc([N+](=O)[O-])c1	-54	-0.5	24	55*

entry	Jurkat NFkB inh	TIM10 inh	XBP1 UPR activ	tim23-1 inh
16	-135	-13	8	-10
17	14	35	0	38
18	21	0	23	7
19	16	44*	-2	59*
20	-6	-3	0	3
21	18	4	3	20
22	-10	-16	-2	-2
23	1	-6	-1	13
24	1	-8	-2	-7
25	2	9	0	-6
26	-10	-7	0	3
27	-27	19	0	20
28	-8	23	-3	28
29	2	-15	1	-6
30	40	-26	0	15

Further entries follow:
entry	molecule	697 NFkB inh	CHOP UPR activ	tim10-1 inh	Mdm2 MdmX PPI
31	O=C(CSc1nc2[nH]ncc2c(=O)[nH]1)Nc1cccc([N+](=O)[O-])c1	5	2.2	1	-11
32	COc1cc(C(=O)N(C)CCOc2ccc(C)cc2)ccc1OC1CCN(C(C)=O)CC1	-1	-0.6	-1	20
33	Cc1cccc(C)c1OCc1nc2ccccc2c(=O)n1/N=C/c1ccc(OCC(=O)O)cc1	-23	1.9	25	-17
34	CCCc1c(C(=O)OCC)[nH]c2c1C(=O)CCC2	-17	-1.8	1	-3
35	Cc1cc(C)cc(CC2CC(=O)N(c3ccc4c(c3)OCCO4)C2=O)c1 (centres undefined)	2	-0.8	24	14
36	CC(=O)c1ccc(-c2ccc(C(=O)Nc3nc(C)c(C(C)=O)s3)o2)cc1	-14	-1.8	-1	6
37	COc1ccc(/C=C/C(=O)O)cc1Cl	16	0.6	-5	10
38	CC(=O)Nc1ccc(S(=O)(=O)NC2CC2)cc1	4	0.7	-15	-10
39	Cc1ccc2nc(Cl)c(C3CC(c4cccs4)=NN3S(C)(=O)=O)cc2c1 (centres undefined)	5	3.4	15	-10
40	Oc1ccc(C2Nc3cccc4cccc(c34)N2)c(O)c1	-21	-0.9	42*	6
41	N/C(=N\c1nc2ccccc2o1)NC(=O)/C=C/c1ccccc1	-1	1.9	-22	13
42	O=C(O)c1ccc(CN(c2ccccn2)S(=O)(=O)c2ccccc2)cc1	-29	1.2	-6	1
43	CCCn1nc(C(=O)NCc2ccccn2)c2ccccc2c1=O	33	0.3	19	19
44	O=C(NCc1cccnc1)c1cc(-c2ccc(Cl)cc2)oc1C(F)(F)F	9	0.6	25	19
45	O=C(NCCO)C1(c2ccc(Cl)cc2)CCCC1	11	-0.7	13	6

entry	Jurkat NFkB inh	TIM10 inh	XBP1 UPR activ	tim23-1 inh
31	18	1	0	-4
32	-9	8	0	-4
33	-15	3	-1	13
34	-9	-2	0	-2
35	9	30	-2	39
36	-13	-2	-3	1
37	0	-12	-2	4
38	-5	-7	-1	-1
39	7	25	2	29
40	-2	41*	5	29
41	-22	-18	0	10
42	-9	38	0	14
43	2	6	0	3
44	39	20	0	31
45	4	3	-3	1

Printed as active in Mdm2 MdmX PPI (from the list above):
| # | structure | 697 NFkB inh | tim10-1 inh | Mdm2 MdmX PPI | Jurkat NFkB inh |
| --- | --- | --- | --- | --- | --- |
| 30 | COC(=O)c1cc(C(=O)N2CCN(c3cccc(C)c3C)CC2)cc([N+](=O)[O-])c1 | -54 | 24 | 55* | 40 |

Some of these compounds in order of SMILES length, largest number first:
entry	molecule	697 NFkB inh	CHOP UPR activ	tim10-1 inh	Mdm2 MdmX PPI
31	O=C(CSc1nc2[nH]ncc2c(=O)[nH]1)Nc1cccc([N+](=O)[O-])c1	5	2.2	1	-11
35	Cc1cc(C)cc(CC2CC(=O)N(c3ccc4c(c3)OCCO4)C2=O)c1 (centres undefined)	2	-0.8	24	14
44	O=C(NCc1cccnc1)c1cc(-c2ccc(Cl)cc2)oc1C(F)(F)F	9	0.6	25	19
43	CCCn1nc(C(=O)NCc2ccccn2)c2ccccc2c1=O	33	0.3	19	19
34	CCCc1c(C(=O)OCC)[nH]c2c1C(=O)CCC2	-17	-1.8	1	-3
38	CC(=O)Nc1ccc(S(=O)(=O)NC2CC2)cc1	4	0.7	-15	-10

entry	Jurkat NFkB inh	TIM10 inh	XBP1 UPR activ	tim23-1 inh
31	18	1	0	-4
35	9	30	-2	39
44	39	20	0	31
43	2	6	0	3
34	-9	-2	0	-2
38	-5	-7	-1	-1

Next section
entry	molecule	697 NFkB inh	CHOP UPR activ	tim10-1 inh	Mdm2 MdmX PPI
46	CN(C(=O)CSc1ncnc2sc3c(c12)CCC3)C1CCS(=O)(=O)C1 (centres undefined)	-10	0.3	38	3
47	c1ccc(N2CCN(Cc3cnc(N4CCOCC4)s3)CC2)cc1	14	0.6	7	11
48	Cc1c(C(=O)OCC(=O)N2CC(=O)Nc3ccccc32)oc2ccccc12	-3	-0.8	9	-9
49	COc1ccc(C2C(C(=O)c3ccccc3)=C(C)Nc3nc4ccccc4n32)cc1OC (centres undefined)	-8	0.1	5	17
50	COc1ccc(/C=C/c2c([N+](=O)[O-])c(=O)n(C)c(=O)n2C)cc1O	-4	0.0	28	25
51	O=C1NN=C(c2ccc(Cl)cc2)CC1c1cccc(Br)c1 (centres undefined)	2	0.5	36	-13
52	CC1CC(=O)N(CC(=O)Nc2ccc(F)cc2F)c2ccccc2S1(=O)=O (centres undefined)	0	-0.3	8	5
53	Cc1cccc(NC(=O)c2ccc(COc3ccccc3[N+](=O)[O-])o2)n1	19	-1.0	20	4
54	Cc1ccc2c(c1)C(O)(CC(=O)c1ccc(C)s1)C(=O)N2 (centres undefined)	0	0.1	9	13
55	CC1CCc2c(sc(NC(=O)c3ccccc3C(=O)O)c2C#N)C1 (centres undefined)	-12	0.0	-12	-25
56	Cc1cccc(/C(N)=N/OC(=O)CCC2CCCCC2)c1	-55	5.3	50*	6
57	COC(=O)c1cc(OC)c(OC)cc1NC(=O)C(C)Sc1ccc(C)cc1 (centres undefined)	-3	0.8	36	-12
58	COc1ccc(C(C)=O)cc1Cn1nnc(-c2ccccc2Br)n1	16	1.3	8	-3
59	CCOC(=O)C1(CC)NC(c2cccc(F)c2)C2C(=O)N(CC)C(=O)C21 (centres undefined)	4	-1.9	11	25
60	Cc1ccc2nc3c(nc2c1)-c1ccccc1C3=O	-32	22	11	-35

entry	Jurkat NFkB inh	TIM10 inh	XBP1 UPR activ	tim23-1 inh
46	-2	9	-1	30
47	16	2	-1	-3
48	-11	7	-2	5
49	-4	5	2	7
50	-7	-7	-4	7
51	16	12	-1	53*
52	9	-1	-3	2
53	5	17	5	28
54	-8	13	2	3
55	-4	14	-3	12
56	-56	62*	1	64*
57	-4	24	-1	23
58	9	27	-3	14
59	-6	-5	0	5
60	-41	8	13	-14
